Screening data: PubChem BioAssay, Southern Research Specialized Biocontainment Screening Center
inhibitors of VEEV – inhibitors of VEEV TC-83 cytopathic effect, confirmation, Vero cells (AID 588727); Vero cells, VEEV TC-83 cytopathic effect inhibition; higher % means a stronger effect; inhibition, % at 20 µM, or IC50 in µM where a hit was titrated; 350,000 tested, 0.13% active; in the data active = a potency from the dose series; inconclusive = inhibition mostly from about 14% at the one dose, without a potency; inactive = the rest, 99 in 100 with inhibition below about 12%; note: strong numbers were not always called active
H1N1 NS1A inhibition – NS1A inhibition, H1N1 influenza, cell based functional assay (AID 504329); NS1A functional cell-based assay, percent inhibition; higher % means a stronger effect; inhibition, % at 12.5 µM, or IC50 in µM where a hit was titrated; 340,000 tested, 0.3% active; in the data active = a potency from the dose series; inconclusive = inhibition above about 27% without an active follow-up result; note: strong numbers were not always called active
PhoP GFP inhibition – Inhibition of PhoP regulon, Salmonella typhi GFP reporter cells, confirmation, 4 h (AID 1850). Salmonella Typhi PhoP-promoter GFP reporter, fluorescence, 4 h; higher % means a stronger effect. inhibition, % at 50 µM; hits with a dose series show IC50 in µM. 310,000 tested, 0.33% active; in the data active = a potency from the dose series; inconclusive = inhibition mostly from about 25% at the one dose, without a potency; inactive = the rest, 99 in 100 with inhibition below about 19%;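 note: 0% = induced wells with vehicle and 100% = uninduced wells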
tuberculosis growth – growth inhibition of non-replicating M. tuberculosis (AID 488890); inhibition, % at 25 µM, or IC50 in µM where a hit was titrated; 320,000 tested, 0.39% active; Mycobacterium tuberculosis non-replicating, growth inhibition; higher % means a stronger effect; in the data active = a potency from the dose series; inconclusive = inhibition mostly from about 82% at the one dose, without a potency; inactive = the rest, 99 in 100 with inhibition below about 76%;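 note: plate controls were DMSO cells for no effect and high antibiotic wells for full effect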
H37Rv inhibition – M. tuberculosis growth inhibition, HTS (AID 449762) | M. tuberculosis H37Rv growth inhibition, 7H9 media; higher % means a stronger effect | one-dose inhibition, % at 25 µM; IC50 in µM for titrated hits | 330,000 tested, 0.59% active; in the data active = a potency from the dose series; inconclusive = inhibition above about 70% without an active follow-up result;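 note: bacterial growth assessed after seven days of incubation; strong numbers were not always called active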
inhibitors of VEEV 10K pilot screen – second read-out of inhibitors of VEEV, no call of its own (marks repeat the call); inhibition, %; measured here: 10K pilot screen inhibition
The depositor's hits bear a star; i = inactive; u = inconclusive; x = not tested or not shown.

SMILES	inhibitors of VEEV	H1N1 NS1A inhibition	PhoP GFP inhibition	tuberculosis growth	H37Rv inhibition	others
Cc1cccc(-c2nnn3c2nc(NCCc2ccc(S(N)(=O)=O)cc2)c2ccccc23)c1	3.6%	9%	-8%	-15%	4%	inhibitors of VEEV 10K pilot screen=0.3
CCN(CC(=O)Nc1c(F)cccc1F)C(=O)c1ccc(N2CCCC2=O)cc1	1.6%	-5%	-1%	-2%	-7%
COc1c(O)cccc1/C=N/NC(=O)Cn1ccnc1C	i	20µM*	5%	37%	2%
S=C(NCCc1ccccc1)Nc1ccccc1	i	-7%	6%	62%	-13%
Cc1ccccc1C(=O)NNC(=O)c1cc(N)cc([N+](=O)[O-])c1	1.1%	2%	6%	-10%	-5%
O=C(NC(=S)Nc1ccc(N2CCCCC2)cc1)c1ccc2c(c1)OCCO2	4.6%	6%	-8%	u	5%
O=C(NCc1ccccc1)c1cccc(COc2ccc3c(c2)CCC3)c1	4.3%	-7%	-2%	71%	7%
Cn1c(=O)c2c(nc(N/N=C/c3c(O)n(-c4ccccc4)c(=S)[nH]c3=O)n2C)n(C)c1=O	1.2%	21µM*	0%	-8%	6%
CC(=O)Nc1ccc(NC(=O)C(C)OC(=O)CC2CCCCC2)cc1 (stereo not given)	1.5%	-4%	-1%	-4%	-4%
O=C(Nc1cc(Cl)cc(Cl)c1)C1C2C=CC3(O2)C1C(=O)N(CCCN1CCOCC1)C3C(=O)NC1CCCCC1 (stereo not given)	i	11%	-22%	6%	-2%
Cc1cc(C)nc(NS(=O)(=O)c2ccc(NC(=O)c3ccccc3C)cc2)n1	0.5%	-7%	-5%	9%	-6%
CCc1nnc(NC(=O)CS(=O)(=O)c2ccccc2)s1	6.6%	6%	2%	-4%	-1%
CCC(=O)Nc1ccc(CCC(=O)N2CCCC2)cc1	1.3%	-3%	-7%	-6%	-1%
Cc1c(C(=O)NC(C)CCc2ccccc2)cccc1[N+](=O)[O-] (stereo not given)	i	1%	8%	4%	13%
COC(=O)N/N=C/c1ccc(-c2cccc(Cl)c2)o1	2.7%	1%	-6%	-9%	-5%
Cc1ccc(C)c(/C(O)=C2\C(=O)C(=O)N(CCCn3ccnc3)C2c2cccnc2)c1 (stereo not given)	0.5%	-9%	12%	8%	-4%
COc1cc(NC(=O)c2cc(Cl)nnc2Cl)cc(OC)c1OC	0.7%	6%	-9%	2%	5%
COc1ccc(CNC(=O)c2cc3c(C)nc4ccccc4c3o2)c(OC)c1	x	x	4%	32%	5%
Cc1cccc(C(=O)Nc2ccc3ccccc3c2)c1	5.5%	4%	-2%	50%	46%
Cc1cc(C)c(-c2cc(C(=O)Nc3cc(C)ccc3C)[nH]n2)c(O)c1	1.2%	-18%	2%	-15%	1%
Cc1ccc(-n2cc(CNCCCn3ccnc3C)c(-c3ccc(F)cc3)n2)cc1	i	9%	11%	u	u
COc1ccc(CNC(=O)c2ccccc2NC(=O)C2=CSCCO2)c(OC)c1	9.6%	12%	7%	22%	8%
OCCCn1c(-c2ccccc2)nc(=S)c2c1CCCC2	i	-7%	2%	12%	0%
CCN1C(=O)/C(=C\N2CCN(c3ccccc3)CC2)SC1=S	1.1%	-2%	-6%	-14%	-5%
O=C1CC(c2ccco2)CC(O)=C1C=NCCO (stereo not given)	i	-1%	-9%	7%	-7%
CC(=O)c1cccc(NC(=O)CO/N=C2/CCCc3nonc32)c1	1.3%	-4%	-178%	-1%	-3%
N#Cc1c(Cl)cccc1Oc1ccc(S(=O)(=O)Nc2ccccc2)cc1	i	x	17%	27%	2%
CC(NC(=O)CN(C)S(=O)(=O)c1cccc2nsnc12)c1ccccc1 (stereo not given)	0.8%	3%	13%	-8%	6%
CCCCCSc1nc(C)c(CC(=O)O)c(=O)[nH]1	3.5%	-2%	-11%	-1%	-7%
Cc1ccc(C)c(NS(=O)(=O)c2cc(C(=O)NCc3ccco3)ccc2C)c1	i	3%	-8%	x	x
Cc1cccc(OCc2nnc(SCC(=O)O)n2Cc2ccccc2)c1	0.4%	-5%	8%	3%	3%
FC(F)(F)c1ccc(-c2nc(=S)[nH][nH]2)cc1	6.5%	7%	-4%	3%	-5%
CCOC(=O)CSc1nnc(NC(=O)NC(C)C)s1	i	4%	-2%	32%	3%
CCc1ccc(N2C(=O)C3NN=C(C(=O)OCc4ccccc4)C3C2=O)cc1 (stereo not given)	0.7%	44%	-3%	11%	-5%
Cn1c(=O)c2c(nc(Cl)n2CCOc2ccccc2)n(C)c1=O	1.7%	-3%	-5%	-2%	9%
COCC1CCN(Cc2nc(-c3cccs3)no2)C1 (stereo not given)	2.0%	x	-2%	13%	-2%
COc1ccc(CCn2c(=O)[nH]c3cc(C(=O)N4CCN(c5ccccn5)CC4)ccc3c2=O)cc1OC	0.7%	-5%	8%	-4%	0%
Fc1ccc(/C=N/c2c(-c3ccc(F)cc3)nc3n2CCS3)cc1	2.3%	11%	3%	-10%	-6%
Cc1ccccc1C(=O)Nc1ccc(CN2CCOCC2)cc1	i	-29%	2%	0%	-6%
CCN1CCCC1CNCc1cccc(OC)c1OCc1ccccc1F (stereo not given)	i	-3%	8%	0%	-6%
CC(=O)Oc1ccccc1-c1nc(/C=C/c2ccccc2)no1	0.1%	-3%	-3%	76%	3%
COC(=O)NNC(=O)c1ccc(Cl)cc1Cl	1.4%	-20%	-8%	-7%	1%
COc1ccc(NC(=O)CC2SC3=NCCN3C2=O)cc1 (stereo not given)	0.1%	1%	2%	-2%	-6%
CCNC(=O)NC(=O)C(C)OC(=O)c1c(C)nn(Cc2ccccc2)c1Cl (stereo not given)	3.2%	-8%	-9%	1%	9%
CCCNc1nc2c(c(=O)n(C)c(=O)n2C)n1CCC(C)C	2.8%	8%	-8%	14%	-4%
COc1ccccc1-c1c(C(F)(F)F)oc2cc(OCC(=O)Nc3cc(C)ccc3C)ccc2c1=O	x	x	-3%	14%	-5%
C=CCn1c(-c2cccc3ccccc23)n[nH]c1=S	1.8%	-1%	7%	3%	-8%
Cc1nn(C2CC(O)C(O)C(CO)O2)c(=O)[nH]c1=O (stereo not given)	0.5%	-3%	x	x	x
COc1ccc(C(=O)N2CCN(C(=O)c3ccncc3)CC2)cc1	0.2%	1%	-5%	-8%	-5%
COc1ccccc1NC(=O)Cn1c(=O)oc2cc(S(=O)(=O)N3CCCC3)ccc21	3.9%	3%	4%	-10%	-1%

The listing continues:
SMILES	inhibitors of VEEV	H1N1 NS1A inhibition	PhoP GFP inhibition	tuberculosis growth	H37Rv inhibition	others
CCNc1nc(Oc2ccc(C(=O)OCC)cc2)nc(SC)n1	1.5%	-5%	8%	28%	-2%
CCOC(=O)Cc1csc(NC(=O)CN2C(=O)c3ccccc3C2=O)n1	1.3%	11%	8%	2%	-2%
COc1ccc(C2=NS(=O)(=O)N(C)C(C(=O)N3CCOCC3)=C2)cc1	0.7%	-4%	1%	-17%	-4%
O=C(COC(=O)CNC(=O)c1ccc(Cl)cc1)Nc1ccc2c(c1)OCCO2	0.0%	-2%	2%	-10%	2%
COc1ccc(-c2cc3ccc(O)cc3oc2=O)cc1OC	4.1%	-7%	6%	22%	1%
C/C(=N\Nc1nc2ccccc2[nH]1)c1ccc(Cl)s1	3.9%	-4%	0%	u	u
CC(=O)Nc1ccc(S(=O)(=O)NCCC(=O)OCC(=O)c2cccc(Br)c2)cc1	0.2%	-2%	x	x	x
Cc1cccc(NC(=O)NCc2ccccn2)c1	2.0%	0%	0%	-7%	-10%
Cc1cc(C)c(S(=O)(=O)N2CCCOC2CNC(=O)C(=O)NCCCn2ccnc2)c(C)c1 (stereo not given)	0.9%	-5%	1%	4%	0%
Cc1cc(C)cc(N(CC(=O)NCc2ccc3c(c2)OCO3)C(=O)CCC(=O)Nc2ccccn2)c1	7.6%	-5%	5%	-2%	-7%
COC(=O)c1ccsc1NS(=O)(=O)c1ccccc1	2.3%	-11%	-1%	23%	4%
O=C(N/N=C/c1ccccc1OCc1ccccc1Cl)c1cccnc1	0.7%	-5%	-2%	7%	5%
Cc1ccc(SC(C)C(=O)NCc2cccnc2)cc1 (stereo not given)	0.1%	9%	-7%	4%	5%
Cc1c(C2=CCN(S(=O)(=O)c3ccc(Br)cc3)CC2)c2ccccc2n1C	1.8%	-9%	-1%	-5%	6%
Cc1ccc(OCC(=O)Nc2ccc(NC(=O)c3cccs3)cc2)c(C)c1	1.9%	-34%	0%	0%	-8%
COc1cccc(/C=C2\SC(=S)N(CCCC(=O)N3CCCC3)C2=O)c1	2.7%	67µM*	-3%	u	u
O=C(O)Cc1ccc(NCc2ccccc2Cl)cc1	0.5%	-4%	2%	8%	1%
O=C(CSc1n[nH]c(-c2ccccn2)n1)Nc1cccc(Cl)c1	9.7%	8.2µM*	3%	u	u
CC(=O)c1ccc(NC(=O)CN2C(=O)NC(C)(c3ccc4c(c3)OCCO4)C2=O)cc1 (stereo not given)	3.2%	-2%	x	6%	0%
Cc1cc(C)n(CCCNC(=O)CN(C)S(=O)(=O)c2ccc(Cl)cc2)n1	i	2%	-9%	-10%	-3%
COCCN(Cc1ccccc1)C(=S)Nc1ccc(Cl)cc1	1.1%	-13%	-2%	8%	-4%
CN(C)/C=N/n1cnc2ccccc2c1=O	1.0%	-15%	10%	-10%	-13%
CC1=C(C)CC2C(=O)N(c3cccc4ccccc34)C(=O)C2C1 (stereo not given)	i	-1%	-7%	12%	-9%
Cc1cc(C)c2c(C)nn(C3CCCCC3)c2n1	0.7%	11%	-9%	-7%	0%
COc1cc(OC)c(NS(=O)(=O)c2c(C(=O)N3CCCCC3)c(C)n(C)c2C)cc1Cl	i	1%	0%	-3%	4%
O=C(CSCCc1ccccn1)Nc1ccccn1	i	-14%	4%	53%	-7%
O=C(NCc1cccc(Cl)c1)c1cnn2c1NC(c1ccco1)CC2C(F)(F)F (stereo not given)	i	9%	6%	3%	0%
CCn1c2ccccc2c2cc(NC(=O)COC(=O)c3ccc(NC(=O)CC#N)cc3)ccc21	1.2%	-1%	14%	-4%	0%
O=C1CC2(CCCC2)Oc2ccc(Cl)cc21	0.2%	-2%	1%	-19%	-13%
COc1cccc(NC(=S)NCc2ccccn2)c1	2.2%	0%	-3%	47%	-5%
COc1ccccc1N1CCN(C(=O)c2cccc(S(=O)(=O)N3c4ccccc4CC3C)c2)CC1 (stereo not given)	5.4%	14%	x	x	x

Ordered by formula weight (smallest number first): some entries from above
SMILES	inhibitors of VEEV	H1N1 NS1A inhibition	PhoP GFP inhibition	tuberculosis growth	H37Rv inhibition	others
CN(C)/C=N/n1cnc2ccccc2c1=O	1.0%	-15%	10%	-10%	-13%
O=C1CC2(CCCC2)Oc2ccc(Cl)cc21	0.2%	-2%	1%	-19%	-13%
Cc1cc(C)c2c(C)nn(C3CCCCC3)c2n1	0.7%	11%	-9%	-7%	0%
COc1cccc(NC(=S)NCc2ccccn2)c1	2.2%	0%	-3%	47%	-5%
O=C(O)Cc1ccc(NCc2ccccc2Cl)cc1	0.5%	-4%	2%	8%	1%
COCCN(Cc1ccccc1)C(=S)Nc1ccc(Cl)cc1	1.1%	-13%	-2%	8%	-4%
Cc1ccc(OCC(=O)Nc2ccc(NC(=O)c3cccs3)cc2)c(C)c1	1.9%	-34%	0%	0%	-8%
COc1cccc(/C=C2\SC(=S)N(CCCC(=O)N3CCCC3)C2=O)c1	2.7%	67µM*	-3%	u	u
Cc1cc(C)n(CCCNC(=O)CN(C)S(=O)(=O)c2ccc(Cl)cc2)n1	i	2%	-9%	-10%	-3%
CC(=O)c1ccc(NC(=O)CN2C(=O)NC(C)(c3ccc4c(c3)OCCO4)C2=O)cc1 (stereo not given)	3.2%	-2%	x	6%	0%
O=C(NCc1cccc(Cl)c1)c1cnn2c1NC(c1ccco1)CC2C(F)(F)F (stereo not given)	i	9%	6%	3%	0%
Cc1c(C2=CCN(S(=O)(=O)c3ccc(Br)cc3)CC2)c2ccccc2n1C	1.8%	-9%	-1%	-5%	6%
CCn1c2ccccc2c2cc(NC(=O)COC(=O)c3ccc(NC(=O)CC#N)cc3)ccc21	1.2%	-1%	14%	-4%	0%
COc1cc(OC)c(NS(=O)(=O)c2c(C(=O)N3CCCCC3)c(C)n(C)c2C)cc1Cl	i	1%	0%	-3%	4%
COc1ccccc1N1CCN(C(=O)c2cccc(S(=O)(=O)N3c4ccccc4CC3C)c2)CC1 (stereo not given)	5.4%	14%	x	x	x
